Screening data: PubChem BioAssay, several laboratories
sdo1 growth – restores growth of sdo1-depleted yeast | S. cerevisiae sdo1-depleted JHY4D growth rescue, OD600 30 h; hits give high values; pdr5 snq2 efflux-pump mutant strain | z-score at 10 µM | actives 0.21% (n = 140,000);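 active = z-score above 3 at both the 24 hr and the 30 hr optical density reads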;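 also: z-score against mean and SD of all compound wells on the same plate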
INS promoter inh – TRM-6 insulin promoter activity inhibition; TRM-6 cells (human fetal islet line), insulin promoter-eGFP reporter, imaging; reporter expression induced with tamoxifen; inhibition, % at 2 µM; actives 0.9% (n = 130,000);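 active = inhibition above the mean plus 3 SD, with well images judged a real hit on visual review, cut at about 60% in these data, passing the limit was not always enough; inconclusive = inhibition over the cutoff but images rejected on review; inactive = inhibition not above the cutoff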
sdo1 growth Rescue 24 h – further read-out of sdo1 growth, marked with its call; z-score; S. cerevisiae sdo1-depleted JHY4D growth rescue, OD600; measured here: growth rescue at 24 h;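 0 is the plate mean of compound wells and units are plate SD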
Active calls of the source: *; ? = inconclusive; / = no result given; [ ] = dose if it differs, or a comment. These rows are one share of the data; the hit share may differ from the screen's.

SMILES | sdo1 growth | sdo1 growth Rescue 24 h | INS promoter inh
Brc1ccccc1-c1csnn1 | 1.1 | 1.9 | 23
Cn1nnc(C(O)CN2CCOCC2)n1 (stereo not given) | -0.28 | -0.41 | /
CN(C)CCNC(=O)Cn1nc(-c2ccc(Cl)cc2)ccc1=O | 1.2 | 0.49 | -15
Brc1cc2c(cc1C1Nc3ccccc3C3C=CCC31)OCO2 (stereo not given) | -0.5 | 0.33 | /
O=C1C=C(NCc2ccc(Cl)cc2Cl)C2(CCCCC2)O1 | -0.12 | -0.15 | /
Cn1c(SCC(=O)N2CCc3ccccc3C2)nnc1-c1ccncc1 | 0.56 | -0.14 | 13
Cc1cc(C)c(NC(=O)CS(=O)CC(=O)NCCCc2ccccc2)c(C)c1 (stereo not given) | -0.22 | -0.89 | -23
NC(=O)C1(N2CCCCC2)CCN(Cc2ccccc2Cl)CC1 | 0.53 | 0.05 | -456
CCOP1(=O)C=C(C(C)(C)C)OC1c1ccc(F)cc1 (stereo not given) | -0.33 | 0.19 | -16
Cc1ccc(-c2nn(-c3ccccc3)cc2C(=O)O)o1 | / | / | 7

A second format for part of the listing above.
Cn1c(SCC(=O)N2CCc3ccccc3C2)nnc1-c1ccncc1
  sdo1 growth: 0.56
  sdo1 growth Rescue 24 h: -0.14
  INS promoter inh: 13

Cc1cc(C)c(NC(=O)CS(=O)CC(=O)NCCCc2ccccc2)c(C)c1 (stereo not given)
  sdo1 growth: -0.22
  sdo1 growth Rescue 24 h: -0.89
  INS promoter inh: -23

NC(=O)C1(N2CCCCC2)CCN(Cc2ccccc2Cl)CC1
  sdo1 growth: 0.53
  sdo1 growth Rescue 24 h: 0.05
  INS promoter inh: -456

The list continues:
SMILES | sdo1 growth | sdo1 growth Rescue 24 h | INS promoter inh
O=C(O)CCn1c(=O)c2ccccc2c2ccccc2c1=O | -0.11 | -0.69 | -8
CN(C)c1nc(SCC#N)nc(N2CCOCC2)n1 | 0.13 | -0.58 | 40
O=C1NC2=C(CCc3ccccc32)C(c2ccccc2)N1 (stereo not given) | -2 | -0.6 | 61*
O=C(N1CCOCC1)N1CCN(S(=O)(=O)N2CCCCC2)CC1 | 0.59 | 0.6 | 72
Cc1oc(-c2ccccc2F)nc1CSCC(=O)NCc1ccc2c(c1)OCO2 | -1.4 | -0.92 | -69
CN1CCN(c2ccc(NC(=O)COc3ccccc3Cl)cc2)CC1 | -0.15 | -0.19 | -9
C/C=C/c1c(F)c(F)c(Oc2ccc(C(=O)O)cc2)c(F)c1F | -0.23 | -1.2 | 41
CC(=O)Nc1ccc(NC(=O)CSCc2cnn(-c3ccccc3)c2-n2cccc2)cc1 | -0.67 | -0.78 | 17
Nc1nnnn1/N=C/c1ccccc1OCc1ccc(Cl)cc1 | -1.4 | -0.2 | 41
CC(C)CC1NC(=O)N(CC(=O)N2CCN(S(=O)(=O)c3ccc(Cl)cc3)CC2)C1=O (stereo not given) | 0.54 | -0.63 | 47
CCS(=O)(=O)Nc1ccc(Cc2ccc(NS(=O)(=O)CC)cc2)cc1 | -0.26 | -0.84 | 26
Cc1ccc(C2CC(c3cccs3)=NN2S(=O)(=O)c2ccc(C)cc2)cc1 (stereo not given) | -0.19 | -0.15 | /
CCCCCC(=O)N/N=C/c1ccc([N+](=O)[O-])o1 | 0.59[18.8 µM] | 0.43 | -6
CC(=O)Nc1ccc(S(=O)(=O)Nc2ccc(Cl)nn2)cc1 | -0.04 | -0.9 | 27
COc1ccc(NC(=O)c2ocnc2C)cc1OC | 0.68 | -0.72 | 7
CC[N+](CC)(CC)C/C(N)=N/O | 0.38 | -0.82 | /
COc1ccc(Cc2nc(-c3cccs3)no2)cc1OC | -0.37 | -0.31 | /
CCN1CCCC1CN(Cc1cc2ccc(C)cc2[nH]c1=O)C(=S)Nc1cccc(OC)c1 (stereo not given) | -1.2 | -1.6 | 18
O=S(=O)(Nc1ccc(O)c(Sc2nc3ccccc3s2)c1)c1ccc(Cl)cc1 | -1.8 | -1.6 | 7
Cc1ccc(N=Nc2c(C)[nH]n(C(N)=S)c2=O)cc1C | -1.1 | -1.3 | -20
O=C(Nc1cccc2cccnc12)c1cccnc1 | 0.29 | -0.22 | -169
COC(=O)c1sccc1NC(=O)CSc1nnnn1-c1ccccc1F | -0.41 | -0.63 | -14
COc1ccc(OC)c(S(=O)(=O)NCCO)c1 | -0.43 | -1.1 | 23
CC12CC3CC(C)(C1)CC(C(=O)Nc1nn[nH]n1)(C3)C2 | 1.1 | 0.89 | 28
Cc1ccc(NC(=O)C(Cc2ccccc2)NC(=O)OCc2ccccc2)cc1C (stereo not given) | -0.59 | 1.2 | /
Cc1csc(NC(=S)Nc2cccc(Cl)c2)n1 | -2.2 | -1.6 | 7
C#CCOC(=O)/C(=C/C=C/c1ccccc1)NC(=O)c1ccccc1 | -1.3 | 0.14 | -10
COc1ccc(C2NCCc3c2[nH]c2ccccc32)cc1COc1ccc(F)cc1 (stereo not given) | -1.6 | -0.96 | -7
CC1=CC(=O)C=C(C)C1=NOC(=O)/C=C\c1ccccc1 | 1.6 | 1.2 | 3
COC(=O)Cc1c(OC)ccn(CCc2c[nH]c3ccccc23)c1=O | / | / | 0

Next part; the last five above are carried over.
SMILES | sdo1 growth | sdo1 growth Rescue 24 h | INS promoter inh
Cc1csc(NC(=S)Nc2cccc(Cl)c2)n1 | -2.2 | -1.6 | 7
C#CCOC(=O)/C(=C/C=C/c1ccccc1)NC(=O)c1ccccc1 | -1.3 | 0.14 | -10
COc1ccc(C2NCCc3c2[nH]c2ccccc32)cc1COc1ccc(F)cc1 (stereo not given) | -1.6 | -0.96 | -7
CC1=CC(=O)C=C(C)C1=NOC(=O)/C=C\c1ccccc1 | 1.6 | 1.2 | 3
COC(=O)Cc1c(OC)ccn(CCc2c[nH]c3ccccc23)c1=O | / | / | 0
Cc1ccc(C)c(NC(=O)CSc2nc3[nH]ncc3c(=O)[nH]2)c1 | -0.09 | -0.07 | 32
CCOC(=O)c1ccc(NC(=S)NC(=O)c2nn(CC)cc2Br)cc1 | 0.61 | 1 | -30
COc1ccc(Oc2nc(-c3ccccc3)ncc2S(=O)(=O)c2ccccc2)cc1 | 0.02 | 0.11 | -13
Cc1ccc2nc(-c3ccc(NS(=O)(=O)c4ccc(F)cc4)cc3)sc2c1 | -1.7 | -1.1 | 7
O=c1cc(CSc2nnc(NC3CCCCC3)s2)nc2sccn12 | / | / | -7
CCOc1cc(C(=O)Nc2nnc(CC)s2)ccc1OCC(=O)N1CCOCC1 | 0.1 | -1 | -42
COc1ccccc1-c1cc(C(F)(F)F)nc(S(=O)(=O)CCCC(=O)O)n1 | -0.4 | 0.91 | 19
O=C(O)c1cc(-c2ccc(/C=C3\NC(=O)N(c4ccc(Cl)cc4)C3=O)o2)ccc1Cl | / | / | 11
O=C1C2C3C=CC(CNS(=O)(=O)c4ccccc4)(O3)C2C(=O)N1c1ccc(Cl)cc1 (stereo not given) | -0.48 | -0.46 | /
CC(=O)N1CCCc2cc(S(=O)(=O)NCCC3=CCCCC3)ccc21 | 0.19 | -0.65 | -23
O=C(NC1CC1)c1sccc1-n1cccc1 | 2.4 | 2.3 | /
O=S1(=O)N=C(N2CCCc3ccccc32)c2ccccc21 | -1.8 | -1.4 | /
CCN(CC)CCC#CC(O)(c1ccccc1)C1CCCCC1 (stereo not given) | / | / | -7
O=C1CN(C(=O)COC(=O)c2ccccc2NCc2ccco2)c2ccccc2N1 | -1.7 | -1.6 | 16
Cn1c(=O)cc(SCC(=O)N2CCN(c3ccccn3)CC2)c2ccccc21 | -0.58 | -0.34 | /
Cc1cc(C)c(C)c(S(=O)(=O)Nc2ccc(OCC(=O)O)cc2)c1C | 1.4 | 1.3 | /
Fc1cccc(Cl)c1Cn1nnc2c(-n3ccnc3)ncnc21 | -1.2 | -0.92 | /
CCN(CC)CCN1C(=O)C(=O)/C(=C(/O)c2ccc(OC)cc2)C1c1cccs1 (stereo not given) | 0.98 | 0.35 | 17
CC1CCCCC1N=C1NC(C)(C)CS1 (stereo not given) | / | / | 8
O=C(c1ccc(COc2ccccc2Br)o1)N1CCCCCC1 | -1.6 | -1.1 | 46
Cc1cccc(Nc2nc(N)nc(CSc3nccc(C)n3)n2)c1 | -0.33 | 0.07 | 23
COc1cc(NC(=S)NC(=O)c2c(OC)cccc2OC)ccc1NC(=O)c1cccs1 | -0.94 | -0.94 | -3
Cc1cc(C)n(CC(=O)N2c3ccccc3Sc3ccc(C(F)(F)F)cc32)n1 | -1.6 | -2.2 | ?
CCC(=O)N1CCc2cc(Br)cc(S(=O)(=O)N3CCN(C(=O)c4ccco4)CC3)c21 | 0.02 | -0.65 | 0
COc1cc(C(=O)ON=C2C(C)=CC(=O)C=C2C)cc(OC)c1OC | 1.5 | 2.6 | 5
CCNc1nc(NCC)nc(N2CC(=O)N(CC(=O)OCC)C2=N)n1 | / | / | 40
O=C(COc1ccc2ccccc2c1)NCCc1ccc2c(c1)OCCO2 | -1.3 | -1.1 | -38
CC(/C=C1\SC(=S)N(NC(=O)c2ccccc2C)C1=O)=C\c1ccccc1 | -0.13 | -0.45 | /
O=S1(=O)N=C(N(CCO)/N=C/c2ccccc2)c2ccccc21 | / | / | -18
COc1ccc(C2C(C(=O)N3CCCC3)CC(=O)N2c2ccc(OC)cc2)cc1 (stereo not given) | -0.39 | -0.34 | 6
O=C(NCc1ccccc1Cl)C(=O)NCC1OCCN1S(=O)(=O)c1cccs1 (stereo not given) | / | / | -50
COCCn1cnc2c1c(=O)n(CC(=O)OCC(=O)NCC(F)(F)F)c(=O)n2Cc1ccccc1 | 0.99 | 0.45 | /
Nc1nc(N)nc(-c2ccc(Cl)cc2)n1 | 3.3 | 2.5 | -29
Cc1ccc2occ(C3N[C@H](C(=O)O)CS3)c(=O)c2c1 (stereo not given in full) | -0.78 | -1.5 | 29
CCNS(=O)(=O)c1ccc(OC)c(C)c1 | 0.09 | 1.1 | -115
CCOC(=O)CN1CC23C=CC(O2)C(C(=O)Nc2cc(OC)ccc2OC)C3C1=O (stereo not given) | 0 | -0.16 | /
Cc1ccc(CNC(=O)c2cccc(OCc3c(C)noc3C)c2)cc1 | -1.1 | -0.97 | /
COc1cccc(OC)c1OCCCCCc1c(C)n[nH]c1C | -0.84 | -0.52 | /
O=C(O)C1CCCCN1S(=O)(=O)c1ccc2ccccc2c1 (stereo not given) | 0.55 | -0.04 | /
O=C(CN1C(=O)c2ccccc2S1(=O)=O)NCc1ccc2c(c1)OCO2 | 0.33 | 0.46 | -6

Three compounds already listed, arranged by the number in sdo1 growth Rescue 24 h, rising:
Compound,sdo1 growth Rescue 24 h
CCOC(=O)CN1CC23C=CC(O2)C(C(=O)Nc2cc(OC)ccc2OC)C3C1=O (stereo not given),-0.16
O=C(O)C1CCCCN1S(=O)(=O)c1ccc2ccccc2c1 (stereo not given),-0.04
COCCn1cnc2c1c(=O)n(CC(=O)OCC(=O)NCC(F)(F)F)c(=O)n2Cc1ccccc1,0.45

Continued:
SMILES | sdo1 growth | sdo1 growth Rescue 24 h | INS promoter inh
O=C1c2ccccc2C(=O)N1CSc1ncccn1 | 0.67 | 0.36 | 23
CCCc1cc(=O)[nH]c(SCC(=O)c2c[nH]c3ccccc23)n1 | / | / | 0
CCOc1ccc(C(=O)NCC2(c3ccccc3)CCOCC2)cc1 | / | / | 20
Cc1nn2c(-c3cccc(NC(=O)c4ccco4)c3)nnc2c2ccccc12 | -1.8 | -1.1 | -263
Cc1ccc(-n2ncc(C(=O)Nc3ccc(Cl)cc3)c2C2CCNCC2)cc1C | / | / | -107
CC(Sc1cccc[n+]1[O-])C(=O)Nc1cccc(S(=O)(=O)N2CCOCC2)c1 (stereo not given) | 0.57 | -0.47 | /
N#C/C(=C\c1ccccc1OCc1ccc(C(=O)O)cc1)C(=O)Nc1ccc(O)cc1 | / | / | 0
COc1ccc(N(CC(=O)N/N=C/c2cc(Br)c(C)o2)S(=O)(=O)c2ccc(NC(C)=O)cc2)cc1 | / | / | 5
COc1cc(C(=S)N2CCOCC2)cc(OC)c1OS(=O)(=O)c1ccc(NC(C)=O)cc1 | 0.35 | 0.08 | 14
COc1cc(OC)cc(C(=O)N2CCN(c3ccccc3F)CC2)c1 | 0.57 | 0.59 | 56
COc1ccccc1C1(CC(=O)O)CCOC(C)(C)C1 (stereo not given) | 0.67 | 0.87 | -58
CN(CCOc1ccccc1)CC(=O)Nc1cc([N+](=O)[O-])ccc1Cl | / | / | -9
Cc1ccc(/C=C/C2=Cc3c(sc(NC(=O)CSc4n[nH]c(N)n4)c3C#N)C(C)(C)C2)o1 | -0.49 | 0.82 | 18
CSc1ncccc1C(=O)OCC(=O)NC1CCS(=O)(=O)C1 (stereo not given) | 0.2 | -0.05 | 40
CN(C)c1nc(OCCNC(=O)Nc2ccccc2)nc(N(C)C)n1 | 0.18 | 0.04 | /
CC(C)CNC(=O)C1c2ccccc2Oc2ccccc21 | / | / | -80
CC(C)CC(=O)O/N=C1\C(=O)N(c2ccccc2)c2ccccc21 | -1.3 | -0.88 | /
O=C(CSc1nc(O)cc(=O)n1-c1ccccc1)Nc1ccccn1 | / | / | 0
Cc1cc(NC(=O)c2ccc(F)cc2F)n(-c2nc3ccccc3[nH]2)n1 | -1 | -0.66 | 2
COc1cccc(-c2nc(CS(=O)(=O)CC(=O)NCc3ccccc3OC)c(C)o2)c1 | -0.43 | -0.42 | /
Cc1ccc(Cn2nnc3c(=O)n(CC(=O)NCc4ccco4)cnc32)cc1 | 1.1 | 1.1 | -81
OC(COC(c1ccc(Cl)cc1)c1ccc(Cl)cc1)CN1CCCC1 (stereo not given) | 0.2 | 0.27 | -34
